# High-throughput results from PubChem BioAssay.
# Rpn11 inh – blocks the human proteasome subunit Rpn11. O00487. human 26S proteasome, Ub4-pepOG fluorescence polarization; 20S core pre-blocked with epoxomicin. calls only at 20 µM. hit rate 0.59% among 360,000. AID 588493;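 active = inhibition at 20 µM, scaled to each plate's controls, above about 33%, limit read from the data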
# Target sequence (O00487 whole entry, looked up): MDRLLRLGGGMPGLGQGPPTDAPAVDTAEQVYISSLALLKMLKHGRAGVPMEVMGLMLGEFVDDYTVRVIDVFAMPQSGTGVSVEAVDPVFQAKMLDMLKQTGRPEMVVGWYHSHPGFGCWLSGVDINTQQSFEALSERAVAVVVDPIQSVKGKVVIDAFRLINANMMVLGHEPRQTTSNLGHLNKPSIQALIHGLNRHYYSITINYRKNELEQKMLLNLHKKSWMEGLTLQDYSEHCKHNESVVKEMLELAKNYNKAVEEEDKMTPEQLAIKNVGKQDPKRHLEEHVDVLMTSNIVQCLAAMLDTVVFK
# LMPTP block – LMPTP (human) inhibition; P24666; recombinant LMPTP-A, OMFP fluorogenic substrate, fluorescence intensity; inhibition, % at 20 µM; hit rate 0.22% among 360,000;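 active = compounds that cut the enzyme signal by at least half of the control window in the single-dose screen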;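 also: plate controls were DMSO wells with enzyme plus substrate for no effect and substrate without enzyme for full effect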
# Target sequence (P24666 whole entry, looked up): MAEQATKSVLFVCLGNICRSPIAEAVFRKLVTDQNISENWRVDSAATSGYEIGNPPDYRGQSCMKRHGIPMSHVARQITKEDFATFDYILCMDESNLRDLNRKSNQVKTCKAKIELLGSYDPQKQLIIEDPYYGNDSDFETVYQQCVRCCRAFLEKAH
#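 Test system – LMPTP-A enzyme · Amount – LMPTP-A at 0.625 nM final in the reaction · Buffer or medium – Bis-Tris pH 6.0, DTT, detergent · Reagent – OMFP 400 µM · Doses – single 20 µM dose · Schedule – reaction 50 min, room temperature, dark · Detection – fluorescence intensity of OMFP turnover product · Evaluation – percent inhibition versus substrate-only and uninhibited controls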
# Tb MetRS inh – blocks T. brucei methionyl-tRNA synthetase activity | hit rate 0.4% among 360,000 | purified T. brucei MetRS, ATP depletion, Kinase-Glo luminescence | inhibition, % at 11.9 µM;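 active = inhibition above a per-plate cutoff of the control wells' mean inhibition plus 3 SD, cut at about 5.5% in these data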;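 also: 0% = DMSO wells median and 100% = median of wells with control inhibitor compound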
#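 Measured by: Kinase-Glo luciferase luminescence reporting remaining unconsumed ATP. Material: purified T. brucei MetRS enzyme. Doses: 11.9 µM compound single dose, 0.9% DMSO. Medium: HEPES buffer containing pyrophosphatase, BSA, spermine, DTT. Times: 15 min preincubation, 2 h reaction, all 25 °C. Reagent: methionine, ATP and bulk E. coli tRNA.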
# Scp1 inh – blocks human Scp-1 phosphatase activity; inhibition, % at 20 µM; hit rate 0.88% among 340,000; Recombinant Scp1, phosphopeptide, malachite green phosphate absorbance; Q9GZU7;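 active = inhibition above about 50% at 20 µM, limit read from the data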;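 also: plate controls were DMSO wells with enzyme for no effect and wells lacking enzyme for full effect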
# Target sequence (Q9GZU7 76-261 limits assumed): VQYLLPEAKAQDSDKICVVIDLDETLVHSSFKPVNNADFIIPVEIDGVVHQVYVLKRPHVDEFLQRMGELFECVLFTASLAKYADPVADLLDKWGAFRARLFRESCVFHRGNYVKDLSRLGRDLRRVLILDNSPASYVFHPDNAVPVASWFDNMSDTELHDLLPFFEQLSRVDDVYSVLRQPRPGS
#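 Test system: SCP-1 phosphatase catalytic domain, residues 76-261 | Compound dosing: One concentration, 20 µM, with 1.0% DMSO | Schedule: 45 min room-temperature reaction, 5 min colour, 30 min stabiliser | Detection: Absorbance at 630 nm | Read-out basis: % inhibition of SCP-1 phosphate liberation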
# SUMO1 PPI mod – alters human SUMO1 binding to SIM partners; inhibition, % at 20 µM; hit rate 0.33% among 360,000; SUMO1 binding to a labelled peptide, TR-FRET, 1 h; in the data active = inhibition above about 37%
# STEP block – inhibitors of human striatal-enriched phosphatase STEP; P54829; recombinant STEP, OMFP fluorogenic substrate, fluorescence; inhibition, % at 20 µM; hit rate 0.25% among 360,000; AID 588621;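 active = inhibition at 20 µM, scaled per plate between control wells, above about 37%, limit read from the data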;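 also: 0% = DMSO with enzyme and substrate and 100% = substrate only without enzyme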
#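 Assay system: isolated STEP enzyme. Buffer or medium: pH 6.0 Bis-Tris with DTT and Tween 20. Also added: fluorogenic phosphatase substrate OMFP at 25 µM final. Dosing: 20 µM, 1% DMSO. Timing: 20 min reaction, room temperature, in the dark. Measured by: fluorescence intensity, excitation 480 nm, emission 540 nm. Evaluation: normalized % inhibition.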
# MsrA inh – bovine MsrA inhibition | AID 651718 | purified bovine MsrA, absorbance read-out | inhibition, % at 15.5 µM | hit rate 0.75% among 360,000; in the data active = inhibition above about 4.5%;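 also: 0% = vehicle wells with enzyme and 100% = reference inhibitor wells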
# DNMT1 block – blocks human DNA methyltransferase DNMT1; P26358; DNMT1 molecular beacon, Hinp1I cleavage, fluorescence; inhibition (reported as % activation of signal), % at 10 µM; hit rate 0.83% among 360,000; AID 588458; in the data active = inhibition above about 50%
# CSN deneddyl inh – blocks human CSN-mediated cullin deneddylation | hit rate 0.38% among 360,000 | Purified CSN, SCF-Nedd8-OG deneddylation, fluorescence polarization | inhibition, % at 12.5 µM | Q92905 | AID 651999;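 active = pattern-corrected inhibition above about 35%, with an unprinted fluorescence ratio check between 0.5 and 1.5, limit read from the data, passing the limit was not always enough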;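 also: 0% = enzyme with substrate and 100% = substrate without enzyme; some results filed as inactive read as strong as hits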
# Target sequence (Q92905 whole entry, looked up, one chain of several): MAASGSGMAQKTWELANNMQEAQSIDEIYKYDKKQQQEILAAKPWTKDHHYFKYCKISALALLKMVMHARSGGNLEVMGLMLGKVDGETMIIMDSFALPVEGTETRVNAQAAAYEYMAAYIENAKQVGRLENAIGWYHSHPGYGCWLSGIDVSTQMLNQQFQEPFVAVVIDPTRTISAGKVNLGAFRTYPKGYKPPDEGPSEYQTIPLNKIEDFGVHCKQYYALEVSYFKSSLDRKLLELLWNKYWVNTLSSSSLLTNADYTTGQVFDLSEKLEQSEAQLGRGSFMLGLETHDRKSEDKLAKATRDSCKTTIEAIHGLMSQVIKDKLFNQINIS
#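 Schedule: reaction 90 min, room temperature / Assay system: HEK293T-derived human Csn5 enzyme / Input: Csn5 at 0.24 nM final / Measure: inhibition of Csn5 cleavage, % / Control set: substrate-only high control, full reaction low control / Technique: fluorescence polarization of the substrate / Buffer or medium: Tris/NaCl/DTT buffer, pH 7.5 / Reagent: SCFSkp2-Nedd8OG substrate at 10 nM final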
# NadD block – NadD (S. aureus) enzyme inhibition; purified NadD enzyme, colorimetric absorbance read-out; inhibition, % at 20 µM; hit rate 0.78% among 360,000; AID 602399; in the data active = inhibition above about 26%; also: some compounds past the cut are filed as inactive
# Active calls of the source: *; i = inactive; . = not tested or not shown. This is a random part of the collection. Share with any hit: about 3.9%.
SMILES,Rpn11 inh,LMPTP block,Tb MetRS inh,Scp1 inh,SUMO1 PPI mod,STEP block,MsrA inh,DNMT1 block,CSN deneddyl inh,NadD block
COc1ccc(NC(=S)NC2CC3CCC2C3)c(OC)c1 (centres undefined),i,-1.0,-0.9,-2,-1,0,0.9,1,0,2
CC(C)=C1C2CC2C2C(C(=O)O)C12 (centres undefined),i,0.4,-0.7,-2,-1,-3,0.1,-3,0,-7
CCCCN1C(=O)C(=O)NC[C@@H]1CC1CCCCC1,.,6.5,-1.2,.,45*,.,-0.3,.,-4,7
CC1=C(C(=O)N2CCCCCC2)CC(CC(=O)NC(c2ccccc2)c2ccccc2)C(=O)N1CCC1=CCCCC1 (centres undefined),.,11,-0.8,.,14,.,-0.9,.,2,3
N/N=C(\Cc1cscn1)c1ccc(O)cc1O,i,0.8,-0.5,-1,-3,-1,2.7,1,3,1
C[C@H](O)[C@@H]1C(=O)N2CCc3ccc(N4CCN(C)CC4)cc3[C@@H]2C[C@@H]1N(C)C(=O)Nc1cc(Cl)cc(Cl)c1,i,-1.7,0.3,4,6,2,1.7,-5,-3,2
CN(C(=O)CN1C(=O)NC2(CCc3ccccc32)C1=O)C1CCCCC1 (centres undefined),i,-1.6,-0.3,0,-2,-3,-0.9,2,0,-5
CCN1CCN(c2ccc(Nc3ccnc4ccccc34)cc2)CC1,i,67*,0.1,-2,-28,-3,1.2,7,1,-9
COc1ccc(NC(=O)CCNC(=O)c2ccccc2Cl)cc1S(=O)(=O)N1CCCCC1,i,-0.4,-0.4,.,-7,0,-1.7,2,4,4
COc1ccccc1C(C)NC(=O)c1ccc(C)o1 (centres undefined),i,-3.2,-0.5,2,-1,2,0.4,5,-1,4
Cn1c(SCc2ccccc2Cl)nc2c1c(=O)[nH]c(=O)n2C,i,-0.7,-1.1,0,2,0,-0.6,3,17,-6
O=C(c1ccc2c(c1)OCCO2)N1CCN(S(=O)(=O)c2c(F)cccc2F)CC1,i,0.9,-0.2,0,1,0,1.9,4,-3,0
O=C(Nc1ccccc1Cl)Nc1ccnn1C1CCN(C(=O)CCN2CCCO2)CC1,i,-5.0,-0.1,-10,-1,-2,-0.5,-6,-3,-5
O=P(COCCOCCOCP(=O)(c1ccccc1)c1ccccc1)(c1ccccc1)c1ccccc1,i,-0.7,-0.5,-3,25,5,1.4,0,-4,0
Cc1cc(C)n2nc(C(=O)OCC(=O)c3ccccc3Cl)nc2n1,i,0.1,-0.1,-2,1,2,-1.3,-2,-1,-2
O=C(Nc1cccnc1)c1cnn2cccnc12,i,-0.2,-0.4,-3,2,-1,0.7,3,2,6
Cc1cn(CC2COC(C)(C)O2)c(=O)[nH]c1=O (centres undefined),i,-2.2,-1.1,0,-1,-5,-0.8,0,-1,-3
CN(C)C(=O)CSc1ccc(S(=O)(=O)N2CCOCC2)cn1,i,-0.7,-0.4,-5,-1,1,0.2,2,0,1
COc1ccc(CNCc2cccc3ccccc23)cc1,i,-0.9,-0.4,4,2,1,0.8,6,-1,-3
Cc1ccc(O)c(N=Cc2cccs2)c1,i,0.1,-0.1,-10,-1,2,-0.5,-6,-7,7

# Record cards, from the list above:
# `O=P(COCCOCCOCP(=O)(c1ccccc1)c1ccccc1)(c1ccccc1)c1ccccc1` as listed: Rpn11 inh = i; LMPTP block = -0.7; Tb MetRS inh = -0.5; Scp1 inh = -3; SUMO1 PPI mod = 25; STEP block = 5; MsrA inh = 1.4; DNMT1 block = 0; CSN deneddyl inh = -4; NadD block = 0
# `CCN1CCN(c2ccc(Nc3ccnc4ccccc34)cc2)CC1` as listed: Rpn11 inh = i; LMPTP block = 67*; Tb MetRS inh = 0.1; Scp1 inh = -2; SUMO1 PPI mod = -28; STEP block = -3; MsrA inh = 1.2; DNMT1 block = 7; CSN deneddyl inh = 1; NadD block = -9

# Entries above that contain a Cl atom (5):
SMILES,Rpn11 inh,LMPTP block,Tb MetRS inh,Scp1 inh,SUMO1 PPI mod,STEP block,MsrA inh,DNMT1 block,CSN deneddyl inh,NadD block
C[C@H](O)[C@@H]1C(=O)N2CCc3ccc(N4CCN(C)CC4)cc3[C@@H]2C[C@@H]1N(C)C(=O)Nc1cc(Cl)cc(Cl)c1,i,-1.7,0.3,4,6,2,1.7,-5,-3,2
COc1ccc(NC(=O)CCNC(=O)c2ccccc2Cl)cc1S(=O)(=O)N1CCCCC1,i,-0.4,-0.4,.,-7,0,-1.7,2,4,4
Cn1c(SCc2ccccc2Cl)nc2c1c(=O)[nH]c(=O)n2C,i,-0.7,-1.1,0,2,0,-0.6,3,17,-6
O=C(Nc1ccccc1Cl)Nc1ccnn1C1CCN(C(=O)CCN2CCCO2)CC1,i,-5.0,-0.1,-10,-1,-2,-0.5,-6,-3,-5
Cc1cc(C)n2nc(C(=O)OCC(=O)c3ccccc3Cl)nc2n1,i,0.1,-0.1,-2,1,2,-1.3,-2,-1,-2

# The listing continues:
SMILES,Rpn11 inh,LMPTP block,Tb MetRS inh,Scp1 inh,SUMO1 PPI mod,STEP block,MsrA inh,DNMT1 block,CSN deneddyl inh,NadD block
CCOc1ccc(CCNC(=O)CS(=O)Cc2nc(-c3ccc(OC)cc3)oc2C)cc1OCC (centres undefined),i,-0.1,0.3,0,1,4,-0.4,2,0,0
Cc1cccc(CN2CCN([C@H]3CS(=O)(=O)N[C@@H]3COCc3ccccc3)CC2)c1,i,-2.3,-0.1,.,7,1,1.7,-3,-4,-10
Cc1ccc(S(=O)(=O)N/N=C/c2c[nH]c3ccccc23)cc1,i,2.4,-0.3,-1,3,-2,0.2,1,3,-4
COc1ccc(NC(=O)CSc2ccc3nnc(CCNC(=O)c4ccccc4)n3n2)cc1,i,0.4,-0.2,-2,1,3,-0.2,-1,-5,3
CC(/C=N/NC(=O)C(O)c1ccccc1)=C\c1ccccc1 (centres undefined),i,-1.7,-1.2,-5,-11,-9,0.5,4,-1,-2
COCCNC(=S)N1CCC(NC(=O)C23CC4CC(CC(C4)C2)C3)CC1,i,-2.3,-0.3,-6,0,-2,0.3,0,5,-3
CCNC(=O)COC(=O)CNC(=O)c1cc(Cl)cc([N+](=O)[O-])c1,i,-2.4,0.1,-4,-5,-3,-0.6,4,2,-4
COc1ccc(-c2cc(C(=O)Nc3ccc(S(=O)(=O)Nc4onc(C)c4C)cc3)c3ccccc3n2)cc1,i,-0.3,0.2,6,-9,-2,0.3,-12,-6,29*
Cc1ccc(S(=O)(=O)N2CCC(C(=O)NCCN3CCCCCC3)CC2)cc1,i,4.4,-0.8,-1,-3,10,0.2,-5,3,4
CC(C)(C)c1csc(CS(=O)(=O)c2ccccn2)n1,i,-1.0,-0.5,-11,-1,-1,0.2,3,1,-6
O=C(O)CCCCCN1C(=O)/C(=C/c2ccncc2)SC1=S,i,-1.9,0.9,-5,-13,-1,1.4,-5,2,3
N#Cc1cccnc1N1CCN(C(C(=O)NC2CCCC2)c2ccc(F)cc2)CC1 (centres undefined),.,-0.4,-0.6,.,0,.,-0.8,.,-4,.
Cc1cc(=O)oc2cc(OCC(=O)NC3(C#N)CCCCC3)c(Cl)cc12,i,-1.5,-0.2,-7,9,4,1.3,3,7,-3
CCOC(=O)C1=CN(Cc2ccco2)S(=O)(=O)N(CC)C1c1cccc(OC)c1 (centres undefined),i,-0.1,-2.3,4,4,-1,-0.3,4,0,-1
CN1CCN(c2nc(-c3cccc([N+](=O)[O-])c3)nc3ccccc23)CC1,i,-0.1,-1.3,4,-29,0,2.0,9,44*,-9
COc1cc(NC(=O)CSCc2cnn(-c3ccccc3)c2-n2cccc2)cc(OC)c1,i,2.7,-0.2,-14,0,-3,0.1,-13,1,-8
COc1ccc(/C(C)=N/NC(=O)CNC(=O)c2cccnc2)c(OC)c1,i,-1.3,-1.4,-7,5,-1,0.5,3,3,-3
CC(=O)c1ccc(S(=O)(=O)N2CCn3cccc3C2C)cc1 (centres undefined),i,3.3,-0.1,-10,-3,-3,-0.1,-14,-5,6
O=c1[nH]nc(Cc2ccc(Cl)cc2Cl)c2ccccc12,i,0.9,8.2*,-12,3,7,-0.6,1,-2,-2
C[C@@H]1CN(Cc2nc(-c3cccs3)no2)C[C@H](C)O1,i,-1.1,-1.0,-12,0,-2,-0.6,-1,-2,1

# Laid out differently: results already given
mol	Rpn11 inh	LMPTP block	Tb MetRS inh	Scp1 inh	SUMO1 PPI mod	STEP block	MsrA inh	DNMT1 block	CSN deneddyl inh	NadD block
CC(=O)c1ccc(S(=O)(=O)N2CCn3cccc3C2C)cc1 (centres undefined)	i	3.3	-0.1	-10	-3	-3	-0.1	-14	-5	6
O=c1[nH]nc(Cc2ccc(Cl)cc2Cl)c2ccccc12	i	0.9	8.2*	-12	3	7	-0.6	1	-2	-2

# More compounds.
SMILES,Rpn11 inh,LMPTP block,Tb MetRS inh,Scp1 inh,SUMO1 PPI mod,STEP block,MsrA inh,DNMT1 block,CSN deneddyl inh,NadD block
C[C@]12CC[C@H](O)CC1=CCC1C2CC[C@@]2(C)C1CC[C@@H]2NC(=O)[C@@H](N)Cc1ccccc1 (some centres undefined),i,-0.9,0.0,-10,-18,-2,0.5,-9,1,4
Fc1ccc(Nc2nc(NCc3cccs3)nc3ccsc23)cc1,i,28,-0.2,.,1,0,1.4,-9,-3,11
O=C1c2ccccc2C(=O)C1C(=O)C1CC1,i,0.1,-0.3,5,-16,3,-0.4,-7,-1,1
Cc1ccc(N2CC(C(=O)NCCC3=CCCCC3)CC2=O)cc1 (centres undefined),i,-0.8,-0.4,-8,5,-3,-0.4,4,29,-6
CCOC(=O)[C@H]1[C@H]2COc3ccc(Br)cc3[C@@H]2N2C(=O)c3ccc(F)cc3NC(=O)[C@@]12C,i,2.1,0.2,1,0,2,0.4,-6,-3,5
N#CCCN(CCC#N)C(=O)c1ccc(Cl)cc1,i,-0.8,-0.1,-8,0,-1,-0.2,0,3,5
CCOc1nc(NCCO)nc(Nc2ccc([N+](=O)[O-])cc2)n1,i,0.1,-0.8,3,-15,0,3.5,6,-1,-14
